# Assay outcomes deposited in PubChem BioAssay by The Scripps Research Institute Molecular Screening Center.
# PAFAH1B3 FP inh – PAFAH1B3 (human) inhibition; Q15102; hit rate 0.28% among 340,000; recombinant PAFAH1B3, FP-rhodamine probe, fluorescence polarization; inhibition, % at 3.39 µM; AID 492972;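 active = inhibition above the screen-wide average of all tested compounds plus 3 SD, cut at about 25% in these data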;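 note: 0% = enzyme with DMSO only and 100% = wells lacking PAFAH1B3 protein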
# Target sequence (Q15102 whole entry, looked up): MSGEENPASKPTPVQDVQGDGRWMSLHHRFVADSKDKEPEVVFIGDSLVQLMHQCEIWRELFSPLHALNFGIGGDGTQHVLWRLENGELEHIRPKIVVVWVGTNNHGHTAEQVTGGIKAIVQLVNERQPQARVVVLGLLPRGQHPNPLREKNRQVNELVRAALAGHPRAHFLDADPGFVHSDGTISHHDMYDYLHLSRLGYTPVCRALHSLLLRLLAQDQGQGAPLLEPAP
# GSTO1 inh – GSTO1 inhibition, counter-screen for RBBP9 inhibitors. inhibition, % at 5.96 µM. recombinant GSTO1, activity-based probe fluorescence polarization. hit rate 1.1% among 300,000;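 active = inhibition above the campaign mean inhibition plus 3 SD, cut at about 35% in these data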;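 note: 0% = GSTO1-1 with DMSO and 100% = wells lacking GSTO1-1 enzyme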
# Target sequence (P78417 whole entry, looked up): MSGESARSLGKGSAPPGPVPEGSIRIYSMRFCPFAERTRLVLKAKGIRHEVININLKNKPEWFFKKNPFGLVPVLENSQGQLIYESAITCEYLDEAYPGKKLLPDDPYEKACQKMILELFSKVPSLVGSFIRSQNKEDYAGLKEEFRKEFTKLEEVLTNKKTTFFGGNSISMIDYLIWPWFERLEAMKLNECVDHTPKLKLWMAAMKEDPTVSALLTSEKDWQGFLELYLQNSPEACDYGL
# pPAFAH FP inh – pPAFAH (human) enzyme inhibition; inhibition, % at 3.39 µM; recombinant pPAFAH, FP-rhodamine probe fluorescence polarization; hit rate 1.5% among 330,000;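 active = inhibition above the mean inhibition across the screen plus 3 SD, cut at about 25% in these data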;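 note: inhibitors block binding of the rhodamine activity-based probe so polarization drops; 0% = enzyme with DMSO and 100% = wells lacking pPAFAH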
# Target sequence (Q13093 whole entry, looked up): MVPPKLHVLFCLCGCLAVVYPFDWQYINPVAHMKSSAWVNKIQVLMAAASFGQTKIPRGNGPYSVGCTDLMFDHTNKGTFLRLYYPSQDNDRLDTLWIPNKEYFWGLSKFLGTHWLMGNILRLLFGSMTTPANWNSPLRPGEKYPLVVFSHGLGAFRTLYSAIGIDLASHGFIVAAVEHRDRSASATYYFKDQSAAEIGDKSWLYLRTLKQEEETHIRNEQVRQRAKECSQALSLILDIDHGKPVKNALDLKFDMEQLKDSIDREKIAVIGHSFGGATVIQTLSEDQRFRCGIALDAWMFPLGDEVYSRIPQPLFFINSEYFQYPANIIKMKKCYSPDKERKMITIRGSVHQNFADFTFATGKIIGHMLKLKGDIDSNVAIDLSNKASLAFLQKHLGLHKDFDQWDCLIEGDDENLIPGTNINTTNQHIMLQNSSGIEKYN
# PME-1 inh – PME-1 (human) inhibition. recombinant PME-1, FP-Rh probe fluorescence polarization. inhibition, % at 5.9 µM. hit rate 0.53% among 320,000. Q9Y570;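 active = inhibition above the campaign mean of all compounds plus 3 SD, cut at about 26% in these data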;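 note: competitive labeling of PME-1 active site by serine hydrolase directed probe; 0% = PME-1 with DMSO and 100% = wells lacking PME-1 enzyme; inhibitors block probe labeling so polarization falls and inhibition rises; many of its hits are not listed in these tables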
# LYPLA2 inh – blocks human lysophospholipase 2, a PME1 counter-screen; recombinant LYPLA2, FP-Rh probe fluorescence polarization; inhibition, % at 5.9 µM; hit rate 0.38% among 320,000; AID 2177;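 active = inhibition above the screen-wide mean plus 3 SD, limit set per campaign, cut at about 26% in these data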;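 note: 0% = LYPLA2 with DMSO and 100% = wells lacking LYPLA2 enzyme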
# PAFAH1B2 inh – blocks human PAF acetylhydrolase 1b catalytic subunit 2; P68402; inhibition, % at 3.39 µM; recombinant PAFAH1B2, FP-rhodamine activity probe, fluorescence polarization; hit rate 1.2% among 340,000;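 active = inhibition above the mean of all tested compounds plus 3 SD, cut at about 24% in these data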;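 note: 0% = enzyme with DMSO and 100% = wells lacking PAFAH1B2; many of its hits are not listed in these tables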
# LYPLA1 counter – blocks human lysophospholipase 1, a PME1 counter-screen; AID 2174; recombinant LYPLA1, FP-Rh probe fluorescence polarization; O75608; inhibition, % at 5.9 µM; hit rate 0.16% among 320,000;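 active = inhibition above the mean of all tested compounds plus 3 SD, set per campaign, cut at about 14% in these data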;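 note: inhibitors block serine hydrolase probe labeling of LYPLA1 so polarization falls; 0% = enzyme with DMSO and 100% = wells lacking LYPLA1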
# PAFAH2 inh – inhibitors of human PAFAH2. Q99487. recombinant PAFAH2, FP-rhodamine activity probe, fluorescence polarization. inhibition, % at 3.39 µM. hit rate 0.99% among 340,000. AID 492956;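 active = inhibition above the mean over all tested compounds plus 3 SD, cut at about 30% in these data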;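 note: inhibitors block probe labeling of enzyme so polarization drops; 0% = enzyme with DMSO and 100% = wells lacking PAFAH2 protein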
# PAD4 inh – blocks human protein arginine deiminase 4. inhibition, % at 6.36 µM. hit rate 0.41% among 330,000. recombinant PAD4, RCA probe fluorescence polarization. Q9UM07;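 active = percent inhibition above a cutoff equal to the mean of all tested compounds plus 3 SD, cut at about 15% in these data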;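 note: 0% = PAD4 with RCA probe and DMSO and 100% = probe without PAD4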
# * = called active by the depositor; . = not tested or not shown; & = joins results of further samples. These rows are one share of the data; count on the stated rates, not on these rows.
SMILES,PAFAH1B3 FP inh,GSTO1 inh,pPAFAH FP inh,PME-1 inh,LYPLA2 inh,PAFAH1B2 inh,LYPLA1 counter,PAFAH2 inh,PAD4 inh
COc1ccc(CCCc2nnc(SCc3nc4ccccc4c(=O)[nH]3)n2C)c(C)c1,7,3,-1,9,5,6,2,-1,5
CCOc1ccc(N/C(=N/c2nc(C)cc(C)n2)NC(=O)CC)cc1,-4,6,6,2,3,3,1,4,-2
COCCOC(=O)c1c(NC(=O)CN2CCc3ccccc32)sc(C(N)=O)c1C,-9,9,7,5,-5,5,1,6,-1
COc1cc(/C=N/NC(N)=O)ccc1OCC(=O)Nc1ccc(C)c(C)c1,-2,-3,3,-6,-6,2,-4,-2,-3
O=C(Oc1ccccc1Cl)c1ccc(N2CCOCC2)c([N+](=O)[O-])c1,0,-2,15,8,13,3,1,-1,-2
Cc1ccc(C(=O)NCC(=O)NCc2ccccc2F)s1,5,.,2,.,.,3,.,7,-1
Cc1ccc(Nc2cccc(C(F)(F)F)c2)nn1,7,1,6,-2,9,3,1,2,2
CC1(C)Oc2ccc(C(=O)NC3CCCC3)cc2N(CC(=O)NC2CCCCC2)C1=O,-1,2,4,-3,3,9,1,0,-3
COc1ccc(/C=C/C(=O)OCC(=O)NC2CCS(=O)(=O)C2)cc1 (configuration not stated),4,.,1,-2,0,-2,0,7,0
COC(=O)c1ccc(C2C(Oc3ccc(OC)cc3)C(=O)N2CCc2ccc(F)cc2)cc1 (configuration not stated),-4,2,-3,-5,-3,2,-1,0,1
CCOC(=O)C(NC(=O)CC(C)C)(Nc1sc(C)c(CC)c1C#N)C(F)(F)F (configuration not stated),-11,1,6,12,7,2,-1,1,4
O=C(COC(=O)c1ccc(F)cc1)NCCCc1ccccc1,6,1,3,2,3,5,-2,21,-2
C=CCOC(=O)C1=C(C)NC(=O)NC1c1ccc(N(C)C)cc1 (configuration not stated),6,-4,5,-4,8,-1,3,2,4
COc1cc(/C=C2\SC(=O)N(CC(=O)Nc3ccccc3F)C2=O)cc(Cl)c1O,7,-3,-1,3,51*,2,1,18,3
Cc1c(C(=O)N2CCOCC2)oc2ccc(S(=O)(=O)N3CCCCCC3)cc12,5,-48,4,0,-1,2,-1,4,-2
O=C(CCCSc1nc2ccccc2s1)NCc1ccc2c(c1)OCO2,1,-1,4,9,-1,3,-2,1,1
CSCCC(NS(=O)(=O)c1ccc(Br)cc1)C(=O)OCC(=O)NC1CC1 (configuration not stated),15,3,2,-4,-1,13,-4,6,-3
CC1=Nc2ccc(C)cc2N(Cc2ccccc2)C(=O)C1,0,2,0,-5,2,2,-2,4,0
CCOC(=O)C1C(=O)C=C(Nc2ccccc2F)CC1c1ccccc1 (configuration not stated),5,-1,14,4,-2,7,1,8,-4
COc1ccccc1C(c1nnnn1CC1CCCO1)N1CCC(C(N)=O)CC1 (configuration not stated),-3,-4,2,-6,2,4,3,1,-5
FC(F)Oc1ccc(NC(=S)Nn2cnnc2)cc1,6,0,2,-4,-1,2,-1,-1,-4
Cc1ccc2c(c1)N(CC(=O)N(Cc1ccccn1)Cc1ccco1)C(=O)C(C(C)C)O2 (configuration not stated),4,9,-1,3,7,-3,2,-9,0
CC(=O)c1ccc(N2CCN(CC(=O)Nc3ccc(N4CCOCC4)cc3)CC2)cc1,.,7,-1,-9,2,.,-2,.,3
O=C(Cn1c2ccccc2c(=O)c2ccccc21)N/N=C/c1cc([N+](=O)[O-])ccc1N1CCCCC1,7,1,1,-8,-7,-4,-3,-1,0
COc1cc(NC(=O)C2CCCCC2)c(OC)cc1NC(=O)CN1CCCCC1,3,7,6,4,0,1,2,-4,1
COc1ccc(NC(=O)N(C)C[C@H]2Oc3c(NS(=O)(=O)c4ccc(OC)cc4)cccc3C(=O)N([C@H](C)CO)C[C@@H]2C)cc1,-2,.,2,.,.,3,.,5,-1
Cc1ccc(-c2nc(N)n(S(=O)(=O)c3ccc(C)cc3)n2)cc1,14,-2,4,-1,-4,10,-5,-1,1
Cc1ccc(C(=O)CSc2nnnn2C(C)C)c(C)c1,6,39*,-8,2,7,4,3,-2,-2
COc1ccc(CNC(=O)COC(=O)/C=C/c2ccc(Cl)cc2)cc1,10,5,1,-2,-3,0,-2,5,0
C=CCN(C(=O)c1ccccn1)C(C(=O)NCc1ccccc1)c1ccccc1F (configuration not stated),-4,9,0,6,5,1,2,2,3
COc1cc(CCC(=O)NCCc2ccc(F)cc2)cc(OC)c1OC,6,-1,-2,2,-4,0,0,-5,-6
O=S(=O)(/C=C/c1ccccc1)Nc1cccc(S(=O)(=O)NC2=NCCC2)c1,1,6,-1,2,0,12,1,1,-1
Nc1ncnc(Oc2cccc(C(F)(F)F)c2)c1[N+](=O)[O-],8,1,0,1,5,2,1,4,0
Cc1cc(NC(=O)CN2CCN(Cc3ccccc3)CC2)nc2c1c(=O)oc1ccccc12,.,-4,-4,-1,-6,.,-2,.,-3
O=C(c1ccc(CS(=O)(=O)c2c(Cl)cccc2Cl)o1)N1CCN(c2ccccn2)CC1,8,-3,0,2,-2,-1,-1,1,1
O=C(CSc1ccccn1)N1CCOCC1,-4,0,3,-3,6,3,4,-3,0
CCOc1ccc(NC(=O)CCc2c(C)nn(-c3ccc(N4CCCCC4)nn3)c2C)cc1,-4,6,5,1,1,-1,5,4,-1
CC(C)c1ccc(NC(=O)c2sccc2-n2cccc2)cc1,-2,9,8,1,-4,7,2,3,-3
CCCC(=O)Nc1nnc(S(=O)(=O)N2CCCC2)s1,6,0,-2,-3,-6,3,-1,0,0
CC(=O)[C@@H]1[C@@H]2C(=O)N(c3ccc(F)c(Cl)c3)C(=O)[C@@H]2C2c3ccccc3C=CN21 (some centres not stated),.,10,14,0,-2,.,-2,.,-18
COc1ccccc1N1C(=O)CC(N2CCN(c3ccc([N+](=O)[O-])cc3)CC2)C1=O (configuration not stated),1,1,2,-5,10,2,1,8,2
Cc1cccn2cc(-c3cc4ccccc4oc3=O)nc12,6,5,10,0,4,4,1,2,-2
Cc1cc2nc(-c3cccnc3SCC(=O)NC(C)C)[nH]c2cc1C,5,3,-5,-2,1,12,0,2,0
O=[N+]([O-])c1cnn(-c2nc(-c3ccccc3)cc(C(F)(F)F)n2)c1,2,-3,2,-3,-4,0,-2,1,-1
C=CCn1c(=O)c(C(=O)NCCc2ccccc2)c(O)c2ccccc21,7,8,0,-14,-8,2,-7,-8,0
Cc1ccc(Nc2c(-c3ccccc3O)nc3cnccn23)cc1,20,-3,4,7,0,13,-6,-4,-8
COc1ccc(C(Nc2ccccn2)c2c(NC(=O)c3ccco3)sc(C)c2C)cc1 (configuration not stated),0,3,4,-1,5,-2,-3,0,4
O=C(C/C=N\OCc1ccc([N+](=O)[O-])cc1)Nc1ccccc1,3,-5,2,-2,4,9,-3,5,-2
CS(=O)(=O)N1CCC(Oc2ccccc2C(=O)N2CCCCC2CO)CC1 (configuration not stated),8,-3,-3,1,3,3,0,3,-1
CN(C(=O)c1cccc(COc2ccc(Cl)cc2Cl)c1)c1ccccc1,-7,1,2,-2,-10,27*,-2,-1,0
COc1cccc(CNC(=O)C(=O)NCCC2CCCCN2S(=O)(=O)c2ccccc2)c1 (configuration not stated),0,-6,5,0,0,5,0,0,0
CC1CN(C(=O)c2ccc(S(=O)(=O)Nc3ccccc3Cl)cc2)CC(C)O1 (configuration not stated),-2,0,4,14,10,3,6,0,2
CCOC(=O)c1cc(CNC(=O)c2c(C)oc3c2CCCC3)c(C)o1,12,0,8,-3,8,0,-1,1,-4
COC(=O)c1sc(S(=O)(=O)Nc2ccc(Br)cc2)c(C(=O)OC)c1C,-7,2,0,-2,-3,6,-2,1,4
C/C(=N\OCC(=O)OCC(=O)Nc1cc(S(C)(=O)=O)ccc1Cl)c1ccc2c(c1)OCO2,9,.,8,-1,-2,1,1,1,-1
Nc1ccc(C(=O)Nc2ccc(NC(=O)c3ccco3)c(O)c2)cc1,8,3,-3,1,-6,3,-2,-6,-4
CC(=O)c1cccc(NC(=O)CSc2ccc(-c3ccco3)nn2)c1,-2,10,2,2,2,8,1,3,-1
COc1ccc(-c2cc(C(=O)OCC(=O)c3cccc([N+](=O)[O-])c3)c3cc(C)ccc3n2)cc1,-2,-3,5,8,7,-6,2,3,0
COC(=O)c1ccc(C(=O)OC)c(NC(=O)COc2ccccc2OC)c1,11,-3,8,-1,3,0,3,2,16*
Nc1ccc(S(=O)(=O)Nc2cnc3ccccc3n2)cc1,12&0,4&5,0&3,-1&5,4&1,4&-3,-2&3,3&-11,4&-2

# Remaining list, next part.
SMILES,PAFAH1B3 FP inh,GSTO1 inh,pPAFAH FP inh,PME-1 inh,LYPLA2 inh,PAFAH1B2 inh,LYPLA1 counter,PAFAH2 inh,PAD4 inh
Cc1cccc(N2CCN(S(=O)(=O)c3c(C)[nH]c(C)c3C(=O)N3CCCCC3)CC2)c1C,1,-7,13,1,13,-1,0,-2,2
Cc1ccc(C)c(S(=O)(=O)N2CCN(CC(=O)NC(=O)NCc3ccco3)CC2)c1,-7,10,1,4,-4,5,-4,0,2
CC(C)NC(=S)N/N=C/c1ccccc1[N+](=O)[O-],-5,-6,7,2,-1,-1,-2,9,2
Cc1ccc(S(=O)(=O)NC(=O)N2CCN(Cc3c(F)cccc3Cl)CC2)cc1,-4,6,-8,-1,0,7,1,-4,-5
COc1ccc(OC)c(S(=O)(=O)NC2CCCCC2)c1,5,1,10,3,-5,3,-4,-1,3
Nc1ncc(Br)cc1S(=O)(=O)NCCC(=O)Nc1cccc(Cl)c1,3,0,-4,-7,7,4,0,1,-5
Cc1ccc(N2CCN(S(=O)(=O)N(C)C)CC2)c(C)c1,7,0,2,-4,1,1,0,2,2
O=C(CNc1cccc2ccccc12)N/N=C/c1ccc[nH]1,9,1,4,-3,-5,5,-1,6,4
CCc1ccc(C2CC(c3cccc(Cl)c3)n3nc(N)nc3N2)cc1 (configuration not stated),-1,-3,7,3,2,9,0,6,5
CN(C(=O)c1cncc(Br)c1)c1c(N)n(Cc2ccccc2)c(=O)[nH]c1=O,3,-6,4,-10,-2,7,1,5,5
Cc1ccc(NC(=O)CSc2nc3[nH]ncc3c(=O)[nH]2)cc1,-13,0,-2,-3,8,2,0,7,-1
CN1C(=O)CC(N2CCN(c3ccc(Cl)c(Cl)c3)CC2)C1=O (configuration not stated),-12,3,4,2,-1,4,1,-4,-4
Oc1cc2ccccc2cc1-c1n[nH]c(=S)n1Cc1ccco1,9,17,16,-2,0,-1,-2,6,0
O=C(NNC(=S)NC(=O)C12CC3CC(CC(C3)C1)C2)c1ccncc1,3,-12,2,-1,5,45*,1,12,-6
O=C(O)c1cn(-c2ccc(F)cc2)c(=O)c2ccccc12,5,2,5,-5,7,-1,-1,2,-7
COc1c(Cl)cc(C(=O)Nc2ccccc2-c2ccccc2)cc1Cl,8,-3,-3,-9,-12,5,-4,-4,-2
COC(=O)c1nn(-c2cccc(C(F)(F)F)c2)ccc1=O,6,8,-2,-5,5,4,2,-3,2
O=C(COC(=O)c1ccc(Br)cc1)NC(=O)NCc1ccccc1,9,.,4,2,-6,2,1,-2,-1
